BL2 CD40 inh – inhibitors of CD40-induced NF-kB signaling, primary screen, BL2 cells, luciferase reporter, single point; inhibition, % at 10 µM; 83,000 compounds, 0.94% hits; AID 1053188, 2014; CD40L-induced, 4 h;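 active = mean inhibition of at least 50% with a set share of replicates also reaching that level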;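 note: 0% = neutral control wells and 100% = IKK inhibitor VII at 50 µM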
An asterisk follows results filed as active; & = joins results of further samples; [ ] = another dose, or the depositor's remark. A portion of the library; the hit share may differ from the screen's.

| Molecule | BL2 CD40 inh |
| --- | --- |
| Cc1cc(C)nc(/N=C(\N)Nc2ccccc2-c2ccccc2)n1 | 43 |
| O=C1CN(C(=O)COC(=O)[C@@H]2CCCN2S(=O)(=O)c2ccc(Cl)cc2)c2ccccc2N1 | 0 |
| N#Cc1c(N)nc2c(c1-c1cccnc1)CCCCC2 | 12 |
| CCC(=O)OCC(=O)Nc1cc([N+](=O)[O-])ccc1Cl | 6 |
| O=C(Nc1ccccc1F)N1CCCC1c1cccnc1 (stereo not drawn) | -6 |
| CSc1ccccc1NC(=O)CN(C)C(=O)c1ccc(-n2cccn2)cc1 | 17 |
| CC(=O)NC(Cc1c[nH]c2ccccc12)C(=O)OCC(=O)N1CCCCCC1 (stereo not drawn) | 4 |
| O=C(COc1ccccc1)NCC(=O)Nc1cccc2ccccc12 | 6 |
| CN1[C@H](C(=O)N2CCc3ccccc3C2)[C@@H](CO)[C@@H]2Cn3c(ccc(-c4ccccc4)c3=O)[C@@H]21 | 8[25 µM] |
| Cc1c(NC(=O)c2cccc(NC(=O)Cc3c(F)cccc3Cl)c2)c(=O)n(-c2ccccc2)n1C | 3 |
| FC(F)(F)C1CC(c2cccs2)Nc2ncnn21 (stereo not drawn) | 6 |
| COc1ccc(S(=O)(=O)Nc2ccc3c(c2)C(=O)N([C@H](C)CO)C[C@@H](C)[C@@H](CN(C)Cc2ccc(C(F)(F)F)cc2)OCCCC[C@H](C)O3)cc1 | 58*[25 µM] |
| CCC(C)NC(=O)CN(C)S(=O)(=O)c1ccc2c(c1)c(=O)n(C)c(=O)n2C (stereo not drawn) | 12 |
| CS(=O)(=O)N(CC(N)=O)c1ccc2c(c1)OCO2 | -10 |
| Cc1cc(C(=O)NC2CCCCC2)c2cc(F)ccc2n1 | -1 |
| CC(Oc1ccc(C(C)(C)C)cc1)C(=O)NCC(c1ccco1)N1CCCC1 (stereo not drawn) | -6 |
| CN(C)C(CNC(=O)C1CCN(S(=O)(=O)c2ccccc2C(F)(F)F)CC1)Cc1ccccc1 (stereo not drawn) | 5 |
| CO[C@@H]1CN(C)C(=O)c2ccc(NC(=O)C3CCC3)cc2OC[C@@H](C)N(Cc2ccc(F)cc2)C[C@H]1C | -3 |
| CN(CC(=O)NCc1cccnc1)S(=O)(=O)c1ccc2c(c1)c(=O)n(C)c(=O)n2C | 5 |
| O=C(C[C@@H]1C[C@@H]2c3cc(NC(=O)c4ccc5c(c4)OCO5)ccc3O[C@@H]2[C@H](CO)O1)NCc1ccc(Oc2ccccc2)cc1 | 2[25 µM] |
| Nc1nc(SCc2ccc([N+](=O)[O-])cc2)c2ncn(C3OC(CO)C(O)C3O)c2n1 (stereo not drawn) | 17 |
| COC(=O)c1cc2ccsc2n1CC(=O)N1CCCc2ccccc21 | 10 |
| CC1=C(C)CC(C(=O)Nc2ccc(C(=O)N3CCOCC3)cc2)C(C(=O)O)C1 (stereo not drawn) | 4 |
| Cc1ccccc1S(=O)(=O)N1C[C@@H]2N[C@H](C1)C2c1ccc(-c2ccc(C#N)cc2)cc1 (stereo partly drawn) | 1&0 |
| O=S(=O)(c1cccc2ccccc12)N1CCCCC1 | 14 |
| c1ccc(-n2nnnc2-n2ccnc2)cc1 | 8 |
| N#Cc1cccc(-c2ccc([C@H]3[C@@H](CO)N4CCCCN(C(=O)Nc5cccc(F)c5)C[C@H]34)cc2)c1 | 10[25 µM] |
| O=C(CCCOc1ccccc1)Nc1cccc(S(=O)(=O)N2CCCCCC2)c1 | 15 |
| COc1ccc2c3c(n(C)c2c1)[C@@H](CO)N(S(C)(=O)=O)CC31CCN(C(=O)c2ccccn2)CC1 | 13[25 µM] |
| CC(=O)NCC(=O)OCC(=O)c1ccc(C)cc1 | 6 |
| O=C(Cc1nc2ccccc2[nH]c1=O)c1ccccc1 | -130 |
| O=C(Nc1c(-c2cccs2)nc2ccccn12)c1ccccc1F | 2 |
| CCCC(=O)Nc1ccc2c(c1)C(=O)N(C)C[C@H](OC)[C@@H](C)CN(Cc1ccc(F)cc1)[C@H](C)CO2 | 18[25 µM] |
| CC(O)Cc1nsc(NC(=O)c2ccc(Br)o2)n1 (stereo not drawn) | 7 |
| CC(=O)N1C[C@@H]2C(c3ccccc3)[C@H](C1)N2C(=O)NC(C)C (stereo partly drawn) | 1 |
| N#Cc1cccc(-c2ccc(C3[C@@H]4CN(Cc5cocn5)C[C@H]3N4)cc2)c1 (stereo partly drawn) | 4 |
| CN(C)S(=O)(=O)c1cc(S(=O)(=O)N(C)C)c(Cl)cc1N | 16 |
| C[C@H]1CN([C@@H](C)CO)S(=O)(=O)c2ccc(-c3ccc(F)cc3)cc2O[C@H]1CN(C)Cc1ccccc1C(=O)O | -3[25 µM] |
| CCC(=O)Nc1cccc(C(=O)OC)c1 | 4 |
| Cc1noc(C)c1S(=O)(=O)Nc1ccc2c(c1)CC(=O)N([C@H](C)CO)C[C@@H](C)[C@H](CN(C)S(C)(=O)=O)O2 | 0 |
| CCOc1ccc(S(=O)(=O)N2CCN(C(=O)c3oc4ccc(OC)cc4c3C)CC2)cc1 | -5 |
| O=C(NCc1csc(-c2cccs2)n1)Nc1ccc(F)cc1F | -7 |
| Cc1noc(C)c1NC(=O)Nc1ccc2c(c1)C(=O)N([C@@H](C)CO)C[C@@H](C)[C@@H](CN(C)S(=O)(=O)c1cccs1)OCCCC[C@H](C)O2 | -11[25 µM] |
| Cc1ccc(OCC(O)C(C)NC(C)C)c2c1CCC2 (stereo not drawn) | -6[25 µM] |
| O=C(CCC(C(=O)O)N1C(=O)c2ccccc2C1=O)Nc1ccccc1 (stereo not drawn) | 5 |
| C[C@@H]1CCn2cc(nn2)COC[C@@H](Cc2ccccc2)NC1=O | 10[25 µM] |
| CO/N=C/c1c(C(=O)OC)nn(-c2ccccc2)c1Cl | 16 |
| CCCNC(=O)N[C@H]1C=C[C@H](CC(=O)N2CCN(C)CC2)O[C@@H]1CO | 5[25 µM] |
| CCOC(=O)CNc1c(-c2ccc(Cl)cc2)nc2cnccn12 | -11 |
| O=[N+]([O-])c1ccc(Cl)c(S(=O)(=O)Nc2cccc(-c3ccc(N4CCOCC4)nn3)c2)c1 | -41 |

Additional entries
| Molecule | BL2 CD40 inh |
| --- | --- |
| CCc1ccc(C(=O)OCC(=O)NCC(F)(F)F)cc1 | -4 |
| N#C[C@@H]1[C@@H](c2ccccc2C2=CCCC2)[C@H](CO)N1C(=O)C1CCC1 | 9[25 µM] |
| CC(=O)Nc1ccc2c(c1)Cc1ccc(Cl)cc1-2 | -51 |
| O=C(Nc1ccc(Cl)cn1)c1ccccc1-c1ccccc1 | 12 |
| COc1ccc(-c2cc(C(=O)O)sc2C)cc1 | 2 |
| COc1ccc(N2CCN(C(=O)COC(=O)CNC(=O)c3ccc(Cl)cc3Cl)CC2)cc1 | -1 |
| COCC(=O)N1[C@@H](C#N)[C@@H](c2ccc(C3=CCCC3)cc2)[C@@H]1CO | -19[25 µM] |
| O=[N+]([O-])c1cccc(N=Cc2ccccc2)c1 | 0 |
| CCCNC[C@@H]1[C@@H](c2ccc(C3=CCCCC3)cc2)[C@@H](CO)N1C(=O)C1CCC1 | 7[25 µM] |
| CO[C@@H]1CN(C)C(=O)c2ccc(NC(=O)c3ccc4c(c3)OCO4)cc2OC[C@@H](C)N(Cc2ccc3c(c2)OCO3)C[C@H]1C | -1[25 µM] |
| CCCCNC(=O)CN(CCc1ccccc1)S(C)(=O)=O | 0 |
| Cn1cc(Br)c(C(=O)N2CCCCCC2)n1 | 7 |
| CC(C)[C@@H]1C(=O)N[C@@H](c2cccc(Cl)c2)CC=CC[C@@H](C)Oc2ccccc2C(=O)N1C (mixture of isomers) | 9[25 µM] |
| Cn1cccc1C(=O)OCC(=O)Nc1sccc1C#N | -68 |
| Cn1c(SCC#N)nc2ccccc2c1=O | 8 |
| N#C/C(=N\Nc1ccc(Br)cc1)C(=N)N1CCOCC1 | -92 |
| N#C[C@@H]1[C@@H](c2ccc(C3=CCCCC3)cc2)[C@@H](CO)N1C(=O)c1cccc(F)c1 | -10[25 µM] |
| O=C(O)c1ccccc1N(Cc1ccccc1)C(=O)CO/N=C/c1ccccc1 | 8 |
| COCC(=O)N1CCC(Oc2ccc(C(=O)N3C[C@H]4CC[C@H]3C4)cc2)CC1 | 2 |
| COCCNC(=O)c1cc(S(=O)(=O)N2CCCCC2)ccc1N1CCOCC1 | 25 |
| CC1CC(Nc2ccccc2)c2ccccc2N1C(=O)c1cccnc1 (stereo not drawn) | 3 |
| COc1ccc(Sc2nc(-c3ccccn3)ncc2OC)cc1 | -31 |
| Cc1cc2nc(/N=C(\N)NC(=O)N3c4ccccc4Sc4ccccc43)nc(C)c2cc1C | 12 |
| CC1SC(=NC(=O)c2ccco2)NC1=O (stereo not drawn) | 4 |
| COc1ccc(C#Cc2ccc3c(c2)[C@H]2[C@H](CCN2C(=O)C2CCOCC2)[C@H](CO)N3)cc1 | -23[25 µM] |
| O=C(Nc1ccc(S(=O)(=O)N2CCCC2)cc1)c1cccnc1 | 9 |
| CCOC(=O)C1(CCOc2ccccc2)CCN(CC2CC2)CC1 | 8 |
| O=C(Nc1ccccc1F)N1C[C@@H]2[C@H](c3ccccc31)[C@H](CO)N2C(=O)C1CCOCC1 | -33 |
| CCOC(=O)N1CCC(NC(=O)C2CCN(S(=O)(=O)c3ccc4c(c3)oc(=O)n4C)CC2)CC1 | 6 |
| N#C[C@H]1[C@@H](c2ccccc2C2=CCCC2)[C@H](CO)N1C(=O)c1cccc(F)c1 | 2[25 µM] |
| O=C(NN1C(=O)NC2(CCCCC2)C1=O)c1cc(F)cc(F)c1 | 17 |
| O=C(c1ccccc1)c1ccc(Oc2ncccn2)cc1 | -27 |
| Cc1cc(C(=O)COC(=O)c2ccc(Br)o2)c(C)n1C | -7 |
| O=C(COC(=O)c1cccnc1)Nc1cccc2ccccc12 | -5 |
| CC1CN(C(=O)c2cccc(C(=O)N3CC(C)OC(C)C3)c2)CC(C)O1 (stereo not drawn) | 15 |
| Cc1cc(=O)n(C2CCS(=O)(=O)C2)[nH]1 (stereo not drawn) | 1 |
| O=C(Cn1cc(Br)ccc1=O)Nc1ccc2c(c1)OCO2 | -7 |
| Cc1cccc(S(=O)(=O)N2CC[C@@H]3[C@H]2c2cc(-c4ccccc4F)ccc2N[C@@H]3CO)c1 | 8[25 µM] |
| COc1ccc(/C=C/C2=CC(C)(C)NC(=S)N2)cc1 | 2 |
| CC(C(=O)O)c1ccc(N2Cc3ccccc3C2=O)cc1 (stereo not drawn) | 15 |

6 neighbouring compounds out of the list so far, quoted:
| Molecule | BL2 CD40 inh |
| --- | --- |
| O=C(NN1C(=O)NC2(CCCCC2)C1=O)c1cc(F)cc(F)c1 | 17 |
| O=C(c1ccccc1)c1ccc(Oc2ncccn2)cc1 | -27 |
| Cc1cc(C(=O)COC(=O)c2ccc(Br)o2)c(C)n1C | -7 |
| O=C(COC(=O)c1cccnc1)Nc1cccc2ccccc12 | -5 |
| CC1CN(C(=O)c2cccc(C(=O)N3CC(C)OC(C)C3)c2)CC(C)O1 (stereo not drawn) | 15 |
| Cc1cc(=O)n(C2CCS(=O)(=O)C2)[nH]1 (stereo not drawn) | 1 |

Additional records.
| Molecule | BL2 CD40 inh |
| --- | --- |
| COc1ccc(NC(=O)c2ccccc2NC(=O)CN2CCCCCC2)cc1 | -31 |
| CCc1c(C)[nH]c2ccc(C)cc2c1=O | -14 |
| COc1ccccc1N(C)S(=O)(=O)c1ccc(C(=O)N2CCC2)cc1 | 8 |
| O=C(C[C@H]1C[C@H]2c3cc(NS(=O)(=O)c4ccccc4)ccc3O[C@H]2[C@@H](CO)O1)NCC(F)(F)F | -10[25 µM] |
| O=C(OC1C2C=CC1C1C(=O)NC21)c1ccccc1 (stereo not drawn) | 2 |
| CCC(=O)N1[C@@H]2c3ccc(/C=C/c4ccccc4)c(=O)n3C[C@@H]2[C@@H](CO)[C@@H]1C(=O)Nc1nccs1 | -4[25 µM] |
| COc1cc(/C=N/NC(=O)C23CC4CC(CC(C4)C2)C3)cc(Br)c1O | -5 |
| Cc1ccc(S(=O)(=O)N(C)C[C@H]2OCCCC[C@H](C)Oc3ccc(NS(=O)(=O)c4ccc(F)cc4)cc3C(=O)N([C@H](C)CO)C[C@H]2C)cc1 | 10 |
| C[C@@H](NC(=O)[C@@H]1[C@@H](CO)[C@@H]2Cn3c(cccc3=O)[C@@H]2N1CCC(F)(F)F)c1ccccc1 | -7[25 µM] |
| COc1ccc(C=Cc2ccc3ccccc3n2)c(OC)c1 | 49* |
| Cc1cc(C(=O)COC(=O)C23CC4CC(CC(O)(C4)C2)C3)c(C)n1C | -55 |
| O=C(NCC1CCCO1)Nc1ccc(Cl)cc1 (stereo not drawn) | -57 |
| C[C@@H]1CN([C@@H](C)CO)C(=O)c2c(c3ccccc3n2C)-c2ccccc2CO[C@@H]1CN(C)Cc1ccc(O)cc1 | -6 |
| Cc1nc(N2CCOCC2)nc2c1CCC2 | 5 |
| CC(=O)C(C(c1ccccc1)N1CCOCC1)N1CCOCC1 (stereo not drawn) | 6 |
| CCN(Cc1ccncc1)Cc1cn[nH]c1-c1ccc(OC)cc1F | 13 |
| CC(C)NC(=O)N1CC[C@@H]2[C@H]1c1cc(-c3ccc(F)cc3)ccc1N(C)[C@@H]2CO | -1[25 µM] |
| C[C@@H]1CN([C@H](C)CO)C(=O)c2c(c3ccccc3n2C)-c2ccccc2CO[C@@H]1CN(C)CC1CC1 | 22 |
| CCCNC(=O)N[C@@H]1CC[C@H](CCn2cc(C3CCCC3)nn2)O[C@H]1CO | -4 |
| CC(C)C#Cc1ccc([C@H]2[C@H](C#N)N(C(=O)c3ccccn3)[C@H]2CO)cc1 | 15[25 µM] |
| Cc1ccc(S(=O)(=O)Cc2c(C)noc2C)cc1 | 12 |
| NC(=O)c1ccsc1NC(=O)c1ccc(S(=O)(=O)N2CCCC2)cc1 | -56 |
| CN1CCCN(C(=O)CC2(CC(=O)O)CCCC2)CC1 | 8 |
| COc1ccc(C(CNC(=O)c2cc3ccccc3o2)N2CCCCC2)cc1 (stereo not drawn) | 1 |
| COc1cc(NC(=O)COc2ccccc2)c(OC)cc1NC(C)=O | -4 |
| CC(C)NC(=O)N(C)C[C@H]1OCc2cnnn2CCCC(=O)N([C@H](C)CO)C[C@H]1C | -2 |
